# GSK3beta inhib = inhibitors of human GSK3beta kinase. P49841. 300,000 tested, 0.038% active. GST-GSK3beta kinase, ADP-Glo luminescence, 60 min; stronger effect = lower value. activity score (negative = inhibition), % at 10 µM;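 active means more than half of replicate wells score below -50%, meaning over 50% inhibition versus plate controls; inconclusive means some replicates but at most half score below -50%; inactive means no replicate scores below -50%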;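 further: 0% = median DMSO wells and -100% = median GW8510 positive control wells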
# Target sequence (P49841 whole entry, looked up): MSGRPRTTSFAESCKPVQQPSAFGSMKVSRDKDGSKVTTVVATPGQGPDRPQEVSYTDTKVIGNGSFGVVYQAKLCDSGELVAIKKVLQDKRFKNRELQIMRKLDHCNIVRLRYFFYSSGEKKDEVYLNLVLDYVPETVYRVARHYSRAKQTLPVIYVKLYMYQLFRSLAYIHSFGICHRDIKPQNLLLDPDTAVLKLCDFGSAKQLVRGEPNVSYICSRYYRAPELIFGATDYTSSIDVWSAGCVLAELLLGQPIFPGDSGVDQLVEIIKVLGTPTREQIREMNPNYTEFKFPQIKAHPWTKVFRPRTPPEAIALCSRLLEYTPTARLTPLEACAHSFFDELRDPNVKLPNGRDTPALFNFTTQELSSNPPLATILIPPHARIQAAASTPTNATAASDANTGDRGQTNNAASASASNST
#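 Assay system: GST-tagged human GSK3beta kinase, cell-free; Input: 1.6 ng GSK3beta; Medium: Tris/MgCl2 kinase buffer; Timing: 60 min enzyme reaction, room temperature; Signal: ADP-Glo luminescence quantifying ADP generated by kinase; Evaluation: score relative to plate controls; Benchmarks: DMSO neutral wells and GW8510 at 20 µM as positive.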
# AI-2 QS mod = Vibrio harveyi AI-2 quorum sensing modulation; Vibrio harveyi JMH597 AI-2 luminescence/OD600 ratio, 9 h; stronger effect = lower value; strain lacks LuxN and CqsS sensors; 0 = neutral-control median; activity change, % at 7.5 µM; 300,000 tested, 0.4% active; in the data active means activity change below about -75%, passing the limit was not always enough; inconclusive means no clear call, values can overlap the other calls;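 further: luminescence divided by OD600 gain over 9 h not by final OD600 alone; inactives centre near 13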
# HSP90 inh = HSP90 refolding inhibition in rabbit reticulocyte lysate. inhibition, % at 5.6 µM. 290,000 tested, 0.91% active. luciferase refolding luminescence, 3 h;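 active means inhibition above the screen-wide mean plus 3 SD, computed separately per campaign, cut at about 16% in these data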;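 further: 0% = DMSO wells and 100% = 60 µM geldanamycin wells; inhibitors lower the luminescence because luciferase stays unfolded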
# GSK3A inh = inhibitors of human GSK-3 alpha kinase; P49840; inhibition, % at 10 µM; ADP-Glo luminescence, 60 min; 320,000 tested, 0.1% active;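 in the data active means inhibition above about 50%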;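 further: GST-tagged GSK-3 alpha with peptide substrate and 25 µM ATP; 0% = DMSO neutral wells and 100% = GW8510 positive control wells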
# Target sequence (P49840 whole entry, looked up): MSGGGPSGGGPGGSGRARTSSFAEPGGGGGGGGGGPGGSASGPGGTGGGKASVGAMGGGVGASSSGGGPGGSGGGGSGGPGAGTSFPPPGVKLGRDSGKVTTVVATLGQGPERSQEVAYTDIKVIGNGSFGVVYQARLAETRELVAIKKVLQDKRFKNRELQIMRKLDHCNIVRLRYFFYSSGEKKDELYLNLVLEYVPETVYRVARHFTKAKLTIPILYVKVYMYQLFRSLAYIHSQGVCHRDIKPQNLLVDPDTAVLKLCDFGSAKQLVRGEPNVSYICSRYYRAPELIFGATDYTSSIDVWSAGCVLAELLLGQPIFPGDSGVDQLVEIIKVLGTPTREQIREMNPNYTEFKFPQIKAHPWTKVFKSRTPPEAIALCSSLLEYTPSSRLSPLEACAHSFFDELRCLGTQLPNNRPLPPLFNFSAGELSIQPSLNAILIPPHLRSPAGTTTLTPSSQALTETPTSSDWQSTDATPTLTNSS
# HIF act = HIF pathway transcriptional activation | U2OS HRE-luciferase reporter, luminescence; normalized: DMSO 0%, desferrioxamine 100% | AID 1910 | 300,000 tested, 0.32% active | activation, % at 7.5 µM (by protocol);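 active means mean activation of at least 10% of the iron chelator positive control signal, with at least half of replicates also reaching 10%; inconclusive means mean and replicate majority disagree about reaching 10%; inactive means mean and most replicates under 10%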
# IEC-6 tox = IEC-6 cytotoxicity, counter-screen for KLF5 inhibitors | luminescence viability | inhibition, % at 5 µM | 290,000 tested, 0.78% active; in the data active means inhibition above about 22%;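 further: 0% = plate median of test compound wells and 100% = cytotoxic reference compound wells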
# KLF5 inhibitor = suppresses KLF5 promoter-driven expression. inhibition, % at 5 µM. DLD-1 KLF5 promoter-luciferase reporter, luminescence. AID 1700. 290,000 tested, 0.23% active;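 active means inhibition above a per-plate limit of that plate's mean compound inhibition plus 3 SD, cut at about 60% in these data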;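 further: 0% = DMSO wells and 100% = LY294002 at 200 µM; higher means less KLF5 promoter-driven luciferase light; inactives centre near -14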
# aSyn 5UTR inh = 5' untranslated region of α-synuclein, MLPCN primary screen | AID 1813 | 300,000 tested, 0.82% active | inhibition, % (tested at 7.5 µM) | alpha-synuclein 5'UTR reporter, inhibitor activity; in the data active means inhibition above about 60%; inconclusive means no clear call, values can overlap the other calls;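 further: H4 neuroglioblastoma cells stably carrying SNCA 5'UTR luciferase fusion; 0% = DMSO wells and 100% = positive control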
# HSF-1 act = increases HSF-1 driven luciferase reporter signal; AID 504408; activation, % at 9 µM; NIH3T3-HGL HSF-1 luciferase reporter, MG132, 8 h; 100% = twice DMSO control signal; 300,000 tested, 1.7% active;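 active means mean replicate activation of at least 50% with a set share of replicates each reaching 50%; inconclusive means only one of those two conditions met; inactive means mean below 50% and too few replicates reaching it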;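 further: 0% = median of the neutral control wells and 100% = twice that signal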
# HSF1 inh = HSF1 inhibition; activity change, negative = inhibition, % at 7.5 µM (by protocol); NIH3T3-HGL HSE-luciferase, MG132-induced, luminescence 8 h; stronger effect = lower value; 300,000 tested, 0.77% active;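 active means more than half of replicate wells show activity change below -50%, luminescence cut by over half; inconclusive means some wells, but at most half, below -50%; inactive means no replicate well below -50%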;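 further: luciferase reports HSF-1 transcriptional activity via heat shock element; 0% = median of DMSO wells and -100% = zero luminescence signal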
# The depositor's hits bear a star; ? = inconclusive; · = no result given.
SMILES,AI-2 QS mod,HIF act,GSK3beta inhib,GSK3A inh,HSP90 inh,aSyn 5UTR inh,HSF-1 act,KLF5 inhibitor,IEC-6 tox,HSF1 inh
CCN(CC)C(=O)c1cnn(-c2ccccc2)c1NC(=O)c1cccs1,24,0.2,1,1,-2,20,-3,-26,3,6
CC(Cc1cccnc1)NC(=O)CCc1nnc(-c2ccccc2)o1 (centres undefined),5,0.4,-1,1,1,-9,15,-9,-4,-2
N/N=C/C(=N\Nc1ccc(Cl)cc1)C(=O)c1ccncc1,5,-0.3,-2,-2,-2,3,-25,-14,-5,0
COc1cccc(C(=O)Nc2ccc(C(=O)NCC3CCCO3)cc2)c1 (centres undefined),-6,-0.1,-4,-1,·,-14,-10,·,·,-4
Fc1ccc(-n2nnc(-c3ccccc3Cl)n2)cc1,-22,-1.5,4,-5,2,7,-1,-7,-3,-3
Cc1cc(=O)[nH]c(SCC(=O)NCCc2ccccc2)n1,-16,-0.6,14,2,6,6,-9,-6,4,0
Cc1cc(C)c2c(CC(=O)Nc3nccs3)coc2c1,22,-0.3,0,1,1,-53,30,-22,0,-2
COc1cccc(N2CCN(Cc3cccnc3)CC2)c1,39,-0.4,0,3,4,1,2,-16,0,-2
COc1ccc(S(=O)(=O)N2CCN(c3nc(C)cc(C)n3)CC2)cc1,17,-1.6,3,-1,-3,3,-2,-17,-2,-2
CCOC(=O)N1CCN(C(=O)c2ccc3nc4ccc(Cl)cc4c(=O)n3c2)CC1,24,-0.1,-6,0,4,52,-15,1,3,-1
COc1cc(OC)cc(C(=O)Nc2ccc(S(=O)(=O)N(C)C)cc2)c1,1,-0.1,1,0,4,-6,-8,7,12,-3
CS(=O)(=O)N1CCN(c2ccc(NC(=S)NC(=O)c3ccc4c(c3)OCO4)cc2)CC1,16,-0.1,-1,-1,-2,-21,·,-22,-7,·
CC(=O)c1cccc(NC(=O)CSc2nnc(-c3cccnc3)o2)c1,16,0.2,2,-1,0,-9,1,-46,-1,0
COCCNc1oc(/C=C/c2ccccc2OC)nc1S(=O)(=O)c1ccccc1,26,-0.6,-2,-1,-1,4,7,7,-10,-5
CC(C)CN1CCN(CC#Cc2ccccc2)CC1CCO (centres undefined),7,0.5,-3,-1,-2,-27,24,-12,1,9
O=C(Nc1ccccc1)N(Cc1ccccc1)C1=NCCS1,12,·,-2,-4,2,·,·,-6,6,·
COC(=O)CNc1nc(C2CC2)nc2c1nnn2Cc1ccccc1Cl,22,0.1,-2,-5,0,10,34,7,4,3
COC(=O)[C@@H](NCc1cccc(CN[C@H](C(=O)OC)c2ccccc2)c1)c1ccccc1,21,-0.5,2,-1,-10,-5,13,5,4,0
CCCn1nc(NC(=O)c2ccco2)c2cc3ccccc3nc21,11,0.0,-3,1,3,18,2,-17,2,1
CC(C)c1ccc(NC(=O)C(c2ccccc2)N(C)C(=O)c2cnccn2)cc1 (centres undefined),0,1.6,2,-4,1,12,8,7,0,-6
COCC(=O)NCCSc1c(C)[nH]c2ccccc12,55,-0.4,0,3,-2,22,-18,-8,-4,-4
CC1CSc2ccccc2NC1=S (centres undefined),14,-0.2,1,-3,6,11,-8,1,2,-4
COc1cccc(/C=C2\C(=O)C(=O)c3ccccc32)c1,40,-0.7,6,-1,6,-44,-3,-57,-1,-7
O=C(OCc1ccc2c(c1)OCO2)c1ccc(S(=O)(=O)N2CCCC2)cc1,?,-0.1,4,0,-2,-10,-1,-5,-1,0
O=C(O)c1cccc(C(=O)Cc2ccccc2)c1,25,0.1,-3,-3,2,-19,-6,-30,5,-4
CCOC(=O)C1=C(COC(=O)Cc2ccccc2)NC(=O)NC1C (centres undefined),11,-0.2,-1,3,-9,10,4,-10,-6,-3
N=c1sccn1CC(=O)Nc1ccc(Cl)c(S(=O)(=O)N2CCOCC2)c1,36,0.1,4,-3,1,7,7,-44,-4,-2
COc1ccc2c(c1OC)C(=O)NC(C)=C(C(=O)OC(C)(C)C)C2O (centres undefined),4,-0.2,-2,-4,-5,2,-11,-22,-4,0
CC(=O)c1c(O)cc(O)cc1CC(=O)O,3,0.1,1,-2,-4,-5,-10,-18,-1,-6
Nc1ccc2nc(-c3ccc(-c4nc5ccc(N)cc5[nH]4)cc3)[nH]c2c1,28,-0.7,0,-1,1,-12,4,-43,-8,-3
O=C(Nc1ccc2c(c1)OCCO2)c1ccc(Cl)c(Cl)c1,11,1.8,-2,2,4,-131,50,-159,2,25
CCC(C)(C)NC(=S)Nc1ccc(-c2nc3ccc(C)cc3s2)cc1,31,-0.4,-3,-7,-3,-79,16,-94,6,4
CC12CCC(C(=O)Nc3cc(Cl)ccc3Cl)(C/C1=N\O)C2(C)C (centres undefined),35,-0.5,0,1,-1,-28,-9,-1,-8,-2
O=C(Nc1ccon1)c1ccc(S(=O)(=O)N2CCOCC2)cc1,10,·,4,0,3,·,·,-14,11,·
CC(C)NC(=S)N1CCN(S(C)(=O)=O)CC1,5,-0.7,0,-1,-4,5,16,-13,-3,-3
O=C(COC(=O)c1ccc(O)cc1O)NCCN1C(=O)CSC1=O,8,-0.2,0,2,1,2,-10,-8,0,-4
O=C(Cn1c(=O)oc2ccccc21)N(Cc1ccccc1)C1CCS(=O)(=O)C1 (centres undefined),2,-0.3,2,1,5,8,-1,-14,-7,0
Cc1cccc(OCCCC(=O)Nc2ccc(N3CCCCC3)cc2)c1C,36,-0.3,2,-3,-2,-5,-7,-9,-10,-1
COc1ccc(C(C)=O)cc1COC(=O)c1cc2ccccc2cc1O,2,0.1,-1,0,3,-21,-4,-20,5,-4
O=C1/C(=C\c2cccc(O)c2)SC(=S)N1Cc1ccccc1,6,-6.8,-1,0,4,11,31,-22,-4,11
O=C(CSc1nc2c(c(=O)n1-c1ccccc1)SCC2)N1CCOCC1,20,-0.3,-2,0,2,15,2,-15,5,-7
CCc1nc2ccc(C(=O)N3CCN(c4ccc(Cl)cc4)CC3)cc2nc1CC,1,0.3,0,-1,-6,5,3,-36,-9,-4
Cc1cccc(OCC(=O)Nc2ccc3c(c2)C(=O)NC3=O)c1,?,0.3,-16,25,0,-9,3,-9,-4,-2
CC(=O)NC1=NC(=O)/C(=C/N2CCOCC2)S1,16,-0.3,-3,0,1,1,5,-29,2,-2
CCc1ccccc1OCC(=O)Nc1ccc2c(c1)OCCO2,·,2.9,·,-3,-5,-104,36,-81,0,-5
COc1ccccc1-c1nc(SC)n[nH]1,31,0.6,0,0,1,-30,14,-25,3,-1
Cc1nn(C)cc1S(=O)(=O)N1CCN(Cc2ccccc2Cl)CC1,23,-0.1,3,2,0,4,7,3,-10,3
Cc1ccc(N2CC(C(=O)Nc3nnc(C)s3)CC2=O)cc1 (centres undefined),36,·,0,-1,2,3,5,-13,-2,6
O=C(CCCN=C1NS(=O)(=O)c2ccccc21)OCc1cc([N+](=O)[O-])cc2c1OCOC2,20,-0.2,3,-4,-2,11,-2,-14,-6,-7
CC(C)c1cc(C(=O)N2CCCC(CCC(=O)NCc3ccccc3F)C2)n(C)n1 (centres undefined),34,-0.2,1,-7,0,-13,0,-9,8,0
CC(=O)Nc1ccc(S(=O)(=O)Oc2ccccc2N2C(=O)C3C4CCC(C4)C3C2=O)cc1 (centres undefined),2,0.0,0,-3,-2,23,16,-18,-7,-3
O=C(NCCCN1CCN(CCCNC(=O)c2cccc(Cl)c2)CC1)c1cccc(Cl)c1,3,-0.7,-4,2,2,13,5,-22,-3,6
O=C(CSc1nc2ccccc2[nH]1)c1ccccc1F,5,2.7,4,-3,0,-162,57*,-95,0,18
COc1cnc(-c2ccccn2)nc1Sc1ccc(F)cc1,3,-0.1,2,-1,-1,-2,0,2,2,-1
CN1CCNC(=O)C1CC(=O)N1CC=C(c2ccc(F)cc2)CC1 (centres undefined),10,0.3,4,-2,-8,7,-9,9,-4,3
O=C(NC1CCS(=O)(=O)C1)C1CCCN(S(=O)(=O)c2ccc(Cl)cc2)C1 (centres undefined),14,-14,1,-3,0,-3,4,1,2,-3
COc1cccc(C(=O)Nc2cccc3ccccc23)c1,15,0.6,1,-2,1,-39,20,-52,7,4
CN(C)S(=O)(=O)N1CCC(Cc2ccccc2)CC1,21,0.2,2,1,2,18,37,-22,7,6
COc1ccccc1N(CC(=O)NC(C)(C)C)C(=O)CCC(=O)Nc1nccs1,-9,-0.3,0,·,-1,5,0,-34,-7,-5
O=C(N/N=C/c1ccc(OC(F)F)cc1)c1cccc(S(=O)(=O)N2CCOCC2)c1,16,-0.2,1,1,0,7,-4,-19,-3,-4

# Additional compounds.
SMILES,AI-2 QS mod,HIF act,GSK3beta inhib,GSK3A inh,HSP90 inh,aSyn 5UTR inh,HSF-1 act,KLF5 inhibitor,IEC-6 tox,HSF1 inh
COc1cccc(/C=N/NC(=O)CN2C(=O)NC3NC(=O)NC32)c1 (centres undefined),16,-0.7,-1,·,-1,1,8,-17,-6,0
CCOc1ccccc1CNC(=O)C1CCN(c2nc3ccccc3o2)CC1,21,-0.4,-1,0,1,3,11,3,3,-1
O=C(NCc1ccccc1Cl)C1CCCN1S(=O)(=O)c1ccccc1F (centres undefined),8,0.2,2,-1,10,2,-13,-20,4,-2
COc1ccc(CCNC(=S)Nc2ccccc2)cc1,12,0.1,1,-2,2,-24,1,-21,4,4
O=S(=O)(NCC(c1cccnc1)N1CCN(c2ccccc2F)CC1)c1cccs1 (centres undefined),7,0.1,-10,0,0,-13,-15,-29,0,-5
COCC(C)NCc1cccc(C)c1 (centres undefined),-2,-1.3,0,1,-2,-1,11,-8,3,-7
O=C(CCl)NNC(=O)c1c(O)c2ccccc2[nH]c1=O,7,-0.6,-4,1,5,-33,-6,-19,-2,2
COC(c1ccccc1)c1nnc(CCC(=O)NCCCc2ccccc2)o1 (centres undefined),27,0.1,-2,-3,-11,7,10,-35,2,11
COc1ccc(NC(=O)C(NC(=O)Cc2cccs2)c2ccc(C)cc2)cc1 (centres undefined),27,0.6,2,·,5,6,1,-14,8,-3
O=C(CCn1nnc(-c2cccs2)n1)N1CCc2ccccc2C1,-12,-0.3,-2,-1,-1,7,13,-46,-1,-3
CCOC(=O)Nc1sc(=S)n(C)c1C,10,-0.1,-5,-1,-3,26,25,-45,2,8

# Source: PubChem
